Screens as filed in PubChem.
TrxR1 substrate – is turned over as a substrate by rat TrxR1 | 0.01% of 390,000 active | Potency, µM (doses to about 114 µM), for inactives: top-dose activity change, negative = substrate turnover | purified TrxR1 substrate turnover, NADPH consumption readout; also: potency is read from the fitted curve at half-maximal effect; % is scaled to controls: 0 for no effect and ±100 for the full control effect; nearly all actives have a fitted effect of over 50% in size
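Rat TrxR1, dispensed at 90 nM, was prereduced with 400 uM NADPH (final) for 5 min at ~22 deg C, then incubated with compound 15 min before 400 uM selenite. A first-read NADPH fluorescence drop versus no-compound background flagged substrates.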
Vif-A3G inh – Vif-A3G binding inhibition | Potency, µM (doses to about 46.1 µM), for inactives: at the top dose activity, negative = active, usual class: inhibitors | 0.076% of 410,000 active | Q9HC16 | HeLa A3G-eYFP + Vif (tagged APOBEC3G with the HIV-1 protein that degrades it), YFP fluorescence, overnight;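 also: potency is read from the fitted curve at half-maximal effect; % is scaled to controls: 0 for no effect and ±100 for the full control effect; nearly all actives have a fitted effect of over 60% in size; hits raise eYFP signal because A3G escapes Vif-driven loss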
Target sequence (Q9HC16 whole entry, looked up): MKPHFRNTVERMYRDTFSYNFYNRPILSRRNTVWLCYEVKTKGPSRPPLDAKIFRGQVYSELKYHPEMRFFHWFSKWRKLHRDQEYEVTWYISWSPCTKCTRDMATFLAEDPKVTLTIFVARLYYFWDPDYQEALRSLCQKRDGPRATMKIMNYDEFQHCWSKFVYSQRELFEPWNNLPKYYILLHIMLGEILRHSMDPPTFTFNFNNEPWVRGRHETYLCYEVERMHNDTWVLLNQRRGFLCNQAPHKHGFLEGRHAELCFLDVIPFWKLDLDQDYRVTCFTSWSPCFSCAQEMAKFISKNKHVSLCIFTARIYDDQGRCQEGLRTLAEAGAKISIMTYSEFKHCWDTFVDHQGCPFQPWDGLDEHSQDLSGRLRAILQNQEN
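HeLa cells stably expressing Vif and C-terminally eYFP-tagged A3G, seeded overnight at 37 deg C, then exposed to compound by pintool overnight at 37 deg C. Rise in yellow fluorescence (Ex 488/Em 500-530, Acumen) marks blocked Vif-driven A3G degradation.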
USP1-UAF1 inh – blocks the human USP1/UAF1 deubiquitinase complex | O94782 | recombinant USP1/UAF1, Ub-Rhodamine cleavage fluorescence | Potency, µM (highest dose often 57.1 µM), without a hit: at the highest dose activity change, negative = inhibition, most hits filed as inhibitors | 0.23% of 390,000 active | AID 743255; also: potency is read from the fitted curve at half-maximal effect; % is scaled to controls: 0 for no effect and ±100 for the full control effect; nearly all actives have a fitted effect of over 60% in size; inactives centre near -12
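High-throughput fluorogenic screen: 1nM USP1/UAF1 complex, Ub-Rho substrate 150nM final, 50mM HEPES pH 7.8 with 0.5mM EDTA, 0.1 mg/ml BSA, 1mM TCEP and 0.01% Tween-20.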
RXFP1 agonist – RXFP1 (human) receptor agonism; Q9HBX9; HEK293T-RXFP1 cAMP TR-FRET, 30 min; response scale: percent of porcine relaxin response, buffer zero; Potency, µM (top dose mostly 57.5 µM), without a hit: at the top dose activation, most hits filed as activators; 0.3% of 370,000 active; AID 2676; also: potency is read from the fitted curve at half-maximal effect; % is scaled to controls: 0 for no effect and ±100 for the full control effect; nearly all actives have a fitted effect of over 60% in size; many of its hits are not listed in these tables
Target sequence (Q9HBX9 whole entry, looked up): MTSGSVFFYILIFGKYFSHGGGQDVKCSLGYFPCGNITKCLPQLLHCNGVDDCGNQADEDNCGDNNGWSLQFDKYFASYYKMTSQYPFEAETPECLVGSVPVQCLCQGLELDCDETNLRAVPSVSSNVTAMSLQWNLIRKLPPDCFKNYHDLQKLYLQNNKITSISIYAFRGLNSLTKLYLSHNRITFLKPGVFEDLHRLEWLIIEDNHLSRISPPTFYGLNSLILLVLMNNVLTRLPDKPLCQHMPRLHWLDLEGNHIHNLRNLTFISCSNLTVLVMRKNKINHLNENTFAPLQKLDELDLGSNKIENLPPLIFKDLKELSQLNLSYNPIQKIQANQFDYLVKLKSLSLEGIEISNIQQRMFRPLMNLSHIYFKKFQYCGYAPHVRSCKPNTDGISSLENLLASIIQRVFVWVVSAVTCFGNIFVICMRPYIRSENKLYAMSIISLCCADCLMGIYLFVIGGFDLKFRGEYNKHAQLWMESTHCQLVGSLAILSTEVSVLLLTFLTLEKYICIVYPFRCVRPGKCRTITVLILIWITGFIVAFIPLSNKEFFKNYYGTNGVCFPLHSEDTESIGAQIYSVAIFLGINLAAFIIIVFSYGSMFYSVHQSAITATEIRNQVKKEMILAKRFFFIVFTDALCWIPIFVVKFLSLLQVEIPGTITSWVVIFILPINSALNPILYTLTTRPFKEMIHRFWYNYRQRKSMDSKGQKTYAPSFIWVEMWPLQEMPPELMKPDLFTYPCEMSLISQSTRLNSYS
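cAMP rise read by TR-FRET after 30 min, 37C compound exposure (up to 58 uM) in RXFP1-transfected HEK293 cells with Ro 20174 present. EC50 from Hill-equation fits, with 29 nM porcine relaxin as 100% and buffer as basal.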
Glioma ERSR ind – ER stress response induction in glioma | U87-MG GRP78 promoter luciferase reporter, 16 h | Potency, µM, for the others: at the top dose activation, usual class: activators | 0.02% of 420,000 active | AID 602332; also: potency is read from the fitted curve at half-maximal effect; series mostly up to about 76 µM; % of control where 0% means no effect; nearly all actives have a fitted effect of over 35% in size
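Stably transfected U87-MG human glioma cells carrying a GRP78-based luminescent sensor were seeded at 1000 cells/well, pin-dosed with compounds and incubated 16 h. Luciferase reagent was then added, and end-point luminescence was read after 10 min at room temperature.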
PI4K2A block – inhibitors of human PI4K2A; activity change, negative = inhibition, % at 76.9 µM; purified PI4K2A, ADP-Glo luminescence, 1 h; stronger effect = lower value; Q9BTU6; 0.13% of 420,000 active; AID 1346378; in the data active = activity change below about -50%; inconclusive = mostly about -30% to -49%;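 also: -100% = wells without enzyme as full effect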
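In this quantitative HTS, ADP production by PI4K2A was quantified luminescently after 1 h at ambient temperature; 100 microM adenosine served as plate-quality control.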
Vif-APOBEC3F blk – blocks the Vif interaction with APOBEC3F; HeLa A3F-eYFP + Vif (tagged APOBEC3F with the HIV-1 protein that degrades it), YFP fluorescence increase; Potency, µM (series often up to 46.1 µM), for inactives: top-dose activity, negative = active; 0.2% of 390,000 active; AID 602313; also: potency is read from the fitted curve at half-maximal effect; % of control where 0% means no effect; nearly all actives have a fitted effect of over 65% in size
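HeLa cells stably expressing A3F-eYFP plus Vif, plated and incubated overnight at 37 deg C, then exposed to compounds overnight at 37 deg C. Blocked degradation read as raised yellow fluorescence (Ex 488/Em 500-530).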
mIDH1 inhibitor – human IDH1 R132H inhibition; O75874; 0.093% of 390,000 active; AID 602179; Potency, µM (doses to about 76.6 µM), for inactives: top-dose activity change, negative = inhibition, usual class: inhibitors; IDH1-R132H enzyme, NADPH consumption, diaphorase/resazurin fluorescence; also: potency is read from the fitted curve at half-maximal effect; % is scaled to controls: 0 for no effect and ±100 for the full control effect; nearly all actives have a fitted effect of over 65% in size
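IDH1-R132H (0.5 ug/mL dispensed) in pH 7.5 Tris buffer was preincubated 30 min with compound, then given a substrate mix of 0.016 mM NADPH and 2 mM alpha-KG for 80 min at room temperature; remaining NADPH was read by diaphorase/resazurin fluorescence.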
LDHA inh – inhibitors of human lactate dehydrogenase A; P00338; purified LDHA, NADH/diaphorase-resazurin fluorescence; stronger effect = lower value; activity change, % (values are at about 110 or 230 µM); 0.15% of 480,000 active; in the data active = activity change below about -30%; inconclusive = mostly about -25% to -30%;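 also: plate controls were DMSO wells for no effect and wells without enzyme for full effect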
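LDH5 2 nM; NADH 0.06 mM, pyruvate 0.2 mM; 200 mM Tris pH 7.4, EDTA, Tween-20; 5 min RT. Detection: diaphorase 0.133 mg/mL + resazurin 37 µM, fluorescence ex540/em590 at 0 and 20 min; normalized to enzyme-free and DMSO wells.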
Starred values were filed as active, the others as inactive; & = joins results of further samples; [ ] = remark or other dose. Unless noted, calls follow the shape of the dose curve; as a rule, active = well fitted curve in the direction sought with a large enough effect; inconclusive = small, poorly fitted or top-dose-only effect, or another doubt; inactive = no such curve, though single readings can be large; an effect the other way counts as inactive or inconclusive. An excerpt; rates above refer to the full screens.

`CCN(CC(=O)NCCCN1CCOCC1)S(=O)(=O)c1cc(Cl)ccc1Cl` gave TrxR1 substrate 10.6%, Vif-A3G inh 0.8%, USP1-UAF1 inh -6.4%, RXFP1 agonist -0.2%, Glioma ERSR ind -4.0%, PI4K2A block -7.8, Vif-APOBEC3F blk -10.3%, mIDH1 inhibitor 3.5% and LDHA inh -2.4.
`COc1ccc(F)cc1S(=O)(=O)Nc1ccncc1` gave TrxR1 substrate 9.9%[2.29 µM], Vif-A3G inh -0.4%, USP1-UAF1 inh -19.1%, RXFP1 agonist 0.4%, Glioma ERSR ind -3.5%, PI4K2A block 0.0, Vif-APOBEC3F blk -21.0%, mIDH1 inhibitor 12.4% and LDHA inh 0.1.
Screening COc1ccc(C(C(=O)NC2CCCC2)N(CC2CCCO2)C(=O)Cc2cccs2)cc1OC (stereo not drawn) returned TrxR1 substrate 7.2%, Vif-A3G inh -17.0%, USP1-UAF1 inh -8.1%, RXFP1 agonist -0.3%, Glioma ERSR ind 0.2%, PI4K2A block 1.0, Vif-APOBEC3F blk -28.2%, mIDH1 inhibitor 7.2% and LDHA inh -4.9.
O=C(CCc1ccc(O)cc1)NNC(=S)NCCc1ccccc1 was read as TrxR1 substrate -2.7%, Vif-A3G inh -5.5%, USP1-UAF1 inh -19.3%, RXFP1 agonist 0.2%, Glioma ERSR ind 2.2%, PI4K2A block 3.1, Vif-APOBEC3F blk 1.8%, mIDH1 inhibitor -9.8% and LDHA inh -5.7.
`O=C(Cc1ccc(F)cc1)N/N=C/c1ccc(-c2ccc(Cl)c(C(=O)O)c2)o1` gave TrxR1 substrate -0.6%, Vif-A3G inh 1.3%, USP1-UAF1 inh -21.0%, RXFP1 agonist 3.1%, Glioma ERSR ind 0.9%, PI4K2A block -5.0, Vif-APOBEC3F blk 6.4%, mIDH1 inhibitor 2.1% and LDHA inh 1.0.
For Cc1cccc(C)c1OCC(=O)N[C@@H](Cc1ccccc1)[C@@H](O)C[C@H](Cc1ccccc1)NC(=O)[C@H](C(C)C)N1CCCNC1=O the results were TrxR1 substrate 4.5%, Vif-A3G inh -2.1%, Glioma ERSR ind -3.2%&-4.2%, PI4K2A block -2.9&-0.6 and LDHA inh 1.5.
Screening Cc1ccc(NC(=O)C(=O)NN=C2CCCC2)cc1C returned TrxR1 substrate 9.8%, Vif-A3G inh 2.3%, USP1-UAF1 inh -20.2%, RXFP1 agonist -0.6%, Glioma ERSR ind 2.6%, PI4K2A block -0.2, Vif-APOBEC3F blk -16.7%, mIDH1 inhibitor 0.5% and LDHA inh -0.2.
`CCc1ccc(/C([O-])=C(/C(=S)NCCN2CCOCC2)[n+]2ccccc2)cc1` gave TrxR1 substrate -4.1%, Vif-A3G inh 1.0%, USP1-UAF1 inh -1.0%, RXFP1 agonist 2.5%, Glioma ERSR ind -3.6%, PI4K2A block 4.5, Vif-APOBEC3F blk 4.4%, mIDH1 inhibitor -6.5% and LDHA inh 0.1.
`O=C(Cn1c(=O)nc(-c2ccccc2)c2ccccc21)Nc1ccc(Cl)cc1F` gave TrxR1 substrate 8.6%, Vif-A3G inh 1.0%, USP1-UAF1 inh -20.5%, RXFP1 agonist inconclusive, Glioma ERSR ind -2.7%, PI4K2A block 2.4, Vif-APOBEC3F blk 0.9%, mIDH1 inhibitor -1.8% and LDHA inh -6.5.
`CCc1nn(Cc2cc(C)ccc2C)c(=O)c2cc3cc(C)ccc3n12` gave TrxR1 substrate 1.5%, Vif-A3G inh -1.5%, USP1-UAF1 inh -15.0%, RXFP1 agonist -0.1%, Glioma ERSR ind -2.7%, PI4K2A block -2.5, Vif-APOBEC3F blk -0.3%, mIDH1 inhibitor 14.3% and LDHA inh -8.5.
O=C(Nc1ccc(Cl)cc1)C1=Cc2ccccc2OC1 was read as TrxR1 substrate -4.2%, Vif-A3G inh 2.2%, USP1-UAF1 inh -14.4%, RXFP1 agonist -0.8%, Glioma ERSR ind -9.1%, PI4K2A block 7.4, Vif-APOBEC3F blk 2.7%, mIDH1 inhibitor 10.8% and LDHA inh 0.1.
COc1ccc(C(=O)NCCn2cc(SCC(=O)Nc3ccc(C)cc3)c3ccccc32)cc1 was read as TrxR1 substrate 3.3%[57.1 µM], Vif-A3G inh 1.1%, USP1-UAF1 inh -9.8%, RXFP1 agonist -1.3%, Glioma ERSR ind -3.0%, PI4K2A block -1.9, Vif-APOBEC3F blk -2.7%, mIDH1 inhibitor -6.4% and LDHA inh -1.8.
For O=C(CNC(=O)c1ccco1)NCC(c1ccco1)N1CCCCC1 (stereo not drawn) the results were TrxR1 substrate 0.9%, Vif-A3G inh -3.2%, USP1-UAF1 inh -22.7%, RXFP1 agonist 1.1%, Glioma ERSR ind -2.3%, PI4K2A block 0.8, Vif-APOBEC3F blk -13.6%, mIDH1 inhibitor -7.3% and LDHA inh -4.4.
CCCC(=O)NCCCc1nc2ccccc2n1C was read as TrxR1 substrate 16.4%[57.1 µM], Vif-A3G inh 0.5%, USP1-UAF1 inh -9.0%, RXFP1 agonist 2.8%, Glioma ERSR ind -3.0%, PI4K2A block -0.1, Vif-APOBEC3F blk 6.4%, mIDH1 inhibitor 0.0% and LDHA inh 3.1.
Clc1ccc(COc2cccc(CNCc3ccncc3)c2)cc1 was read as TrxR1 substrate 3.3%[57.1 µM], Vif-A3G inh 1.6%, USP1-UAF1 inh -23.5%, RXFP1 agonist -0.1%, Glioma ERSR ind -2.2%, PI4K2A block -3.4, Vif-APOBEC3F blk 2.7%, mIDH1 inhibitor 3.4% and LDHA inh 0.5.
CCN(c1ccccc1)S(=O)(=O)c1ccc(Cl)c(NC(=O)COC(=O)C2CC2C)c1 (stereo not drawn) was read as TrxR1 substrate -1.0%, Vif-A3G inh 1.1%, USP1-UAF1 inh -11.5%, RXFP1 agonist 1.8%, Glioma ERSR ind -2.1%, PI4K2A block -1.4, Vif-APOBEC3F blk -1.3%, mIDH1 inhibitor 4.0% and LDHA inh -1.7.
`Cc1cc(C)n(C(=O)CCC(=O)NCc2ccccc2)n1` gave TrxR1 substrate -3.0%, Vif-A3G inh -0.5%, USP1-UAF1 inh -0.5%, RXFP1 agonist -0.7%, Glioma ERSR ind -3.6%, PI4K2A block 4.8, Vif-APOBEC3F blk -15.0%, mIDH1 inhibitor 1.8% and LDHA inh 8.0.
`CC1(C2CC2)NC(=O)N(CC(=O)NCc2ccc(Cl)cc2Cl)C1=O` (stereo not drawn) gave TrxR1 substrate 1.9%, Vif-A3G inh -0.7%, USP1-UAF1 inh -4.7%, RXFP1 agonist -0.7%, Glioma ERSR ind -2.5%, PI4K2A block 1.7, Vif-APOBEC3F blk -2.4%, mIDH1 inhibitor 1.0% and LDHA inh -11.8.
`CC1(C)Cc2c(sc3nc4n(-c5ccccc5)cnn4c(=O)c23)CO1` gave TrxR1 substrate 7.0%[57.1 µM], Vif-A3G inh -0.9%, USP1-UAF1 inh -16.4%, RXFP1 agonist 2.8%, Glioma ERSR ind -4.6%, PI4K2A block -3.1, Vif-APOBEC3F blk 17.2%, mIDH1 inhibitor 2.5% and LDHA inh -2.6.
`Cc1ccc(C(=O)O)cc1-c1ccc(/C=C2\SC(=O)N(CC(=O)Nc3ccc4c(c3)OCO4)C2=O)o1` gave TrxR1 substrate -11.1%, Vif-A3G inh 0.2%, USP1-UAF1 inh inconclusive, RXFP1 agonist 2.4%, Glioma ERSR ind -3.4%, PI4K2A block -6.3, Vif-APOBEC3F blk -17.1%, mIDH1 inhibitor -0.7% and LDHA inh -19.0.
Screening CC(=O)c1ccc(N(C(=O)Cn2nnc(-c3ccccc3)n2)C(C(=O)NC2CCCCC2)c2ccccn2)cc1 (stereo not drawn) returned TrxR1 substrate 5.1%[57.1 µM], Vif-A3G inh -3.2%, USP1-UAF1 inh -22.3%, RXFP1 agonist 0.7%, Glioma ERSR ind -3.3%, PI4K2A block -2.1, Vif-APOBEC3F blk -7.6%, mIDH1 inhibitor 0.5% and LDHA inh -8.2.
Screening O=C(NC1CCCCC1)C(c1cccnc1)N(C(=O)c1csnn1)C1CCCC1 (stereo not drawn) returned TrxR1 substrate 15.9%[57.1 µM], Vif-A3G inh -0.5%, USP1-UAF1 inh -14.3%, RXFP1 agonist 0.0%, Glioma ERSR ind -3.6%, PI4K2A block -3.9, Vif-APOBEC3F blk -2.1%, mIDH1 inhibitor 2.4% and LDHA inh -6.6.
OC1CCCN(c2c3c(nc4cc(-c5cccc(Cl)c5)nn24)CCC3)C1 (stereo not drawn) was read as TrxR1 substrate 100.8%[activator], Vif-A3G inh -12.5%, USP1-UAF1 inh -6.7%, RXFP1 agonist 0.0%, Glioma ERSR ind -0.7%, PI4K2A block 0.3, Vif-APOBEC3F blk 2.0%, mIDH1 inhibitor 13.7% and LDHA inh -3.9.
Screening Cc1ccc2[nH]c(=O)c(CN(CCCN(C)C)C(=S)NCCc3ccccc3)cc2c1 returned TrxR1 substrate 4.8%[57.1 µM], Vif-A3G inh 1.1%, USP1-UAF1 inh -12.8%, RXFP1 agonist 1.7%, Glioma ERSR ind -8.1%, PI4K2A block 2.2, Vif-APOBEC3F blk -16.4%, mIDH1 inhibitor 17.3% and LDHA inh -5.3.
`O=[N+]([O-])c1cccc(-c2cc(C(F)(F)F)n3nc(-c4ccccc4)cc3n2)c1` gave TrxR1 substrate 1.7%, Vif-A3G inh -0.1%, USP1-UAF1 inh -15.6%, RXFP1 agonist -7.3%, Glioma ERSR ind -1.4%, PI4K2A block 6.0, Vif-APOBEC3F blk -6.0%, mIDH1 inhibitor 1.4% and LDHA inh -6.0.
